From PubChem
FBW7 act = activators of human E3 ligase FBW7 | normalized activity (activation), % at 26.1 µM | AlphaScreen FBW7–phospho-cyclin E peptide binding, activator screen | AID 1259310 | Q969H0 | hit rate 0.13% among 650,000; in the data active = normalized activity above about 1.9%;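 note: purified mutant Fbw7 with reduced substrate affinity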
Target sequence (Q969H0 whole entry, looked up): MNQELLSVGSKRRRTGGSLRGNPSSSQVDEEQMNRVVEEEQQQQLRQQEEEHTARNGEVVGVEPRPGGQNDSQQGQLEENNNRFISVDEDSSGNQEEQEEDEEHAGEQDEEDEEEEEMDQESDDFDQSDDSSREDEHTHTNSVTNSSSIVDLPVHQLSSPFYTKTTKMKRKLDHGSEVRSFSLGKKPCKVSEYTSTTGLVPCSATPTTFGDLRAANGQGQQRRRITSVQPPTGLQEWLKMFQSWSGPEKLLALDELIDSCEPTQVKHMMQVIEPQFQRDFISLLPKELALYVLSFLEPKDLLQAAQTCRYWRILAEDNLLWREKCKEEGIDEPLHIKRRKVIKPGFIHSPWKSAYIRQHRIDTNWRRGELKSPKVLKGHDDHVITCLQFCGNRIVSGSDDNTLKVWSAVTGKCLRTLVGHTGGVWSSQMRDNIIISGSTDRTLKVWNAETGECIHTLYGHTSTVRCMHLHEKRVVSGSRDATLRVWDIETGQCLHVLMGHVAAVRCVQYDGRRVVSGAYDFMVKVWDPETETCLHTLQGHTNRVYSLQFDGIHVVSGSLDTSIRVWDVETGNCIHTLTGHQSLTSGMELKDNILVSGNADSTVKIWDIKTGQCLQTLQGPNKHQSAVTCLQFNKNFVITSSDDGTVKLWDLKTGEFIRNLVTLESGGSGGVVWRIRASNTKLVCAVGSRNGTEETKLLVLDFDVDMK
TEAD-YAP inh = TEAD-YAP interaction inhibition; inhibition, % at 9.12 µM; hit rate 1.4% among 640,000; HEK-TIYL cells, TEAD-Gal4/YAP UAS-luciferase luminescence; in the data active = inhibition above about 32%;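 note: 0% = median of test compound wells and 100% = reference inhibitor wells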
MITF inh = human MITF inhibition, primary screen; hit rate 0.91% among 650,000; O75030; inhibition, % at 2.6 µM; AlphaScreen MITF homodimerization, bead proximity signal; AID 1259374; in the data active = inhibition above about 50%;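 note: 0% = vehicle wells with protein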
GPR151 activ = activates the human receptor GPR151; Q8TDV0; PathHunter beta-arrestin GPR151 cells, luminescence; activation, % at 11.2 µM; hit rate 1% among 650,000; AID 1508602; in the data active = activation above about 4.9%;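 note: 0% = median of compound wells and 100% = cells with positive control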
Active calls of the source: *; · = not tested or not shown; & = joins results of further samples. This is a random part of the collection; any-hit rate near 3.4%.

compound	FBW7 act	TEAD-YAP inh	MITF inh	GPR151 activ
O=C(NC1CC1)c1ccc2c(c1)N(Cc1ccc(Cl)cc1)C(=O)CS2	-0.1	7.1	-4.0	-0.8
Cc1cc(CNC(=O)CC2C(=O)NCCN2Cc2ccccc2C(F)(F)F)on1 (stereo not given)	0.3	2.0	1.6	-0.7
Cc1cccc(-n2cc(-c3ccccc3)c3c(NCc4ccc5c(c4)OCO5)ncnc32)c1	0.6	-8.9	5.0	0.8
COc1cccc(CN(Cc2cccnc2)C(=O)CN2C(=O)COc3ccccc32)c1	0.5	-1.4	-8.9	-0.2
NS(=O)(=O)c1ccc(N/C=C2/CCCCC2=O)cc1	-0.1	2.1	6.1	2.1
CC(C)(C)n1ncc2c(=O)n(CCC(=O)NCCC3=CCCCC3)cnc21	-0.3	-8.2	-2.3	-1.6
CC1(O)OC2(C)CCC1(C)OC2(C)O (stereo not given)	0.1	-0.4	-12.0	-0.8
CC(C)CCN(C(=O)CNC(=O)c1ccco1)C(C(=O)NC1CCCC1)c1ccccc1 (stereo not given)	0.1	-1.7	0.3	1.2
O=C(O)c1cc(O)ccc1NC(=O)c1cccc2ccccc12	-0.2	0.2	1.6	-1.3
COC(=O)c1sc(NC(=O)CSc2nc3nc(C)cc(C)n3n2)c(C(=O)OC)c1C	0.1	6.7	0.2	-1.5
COc1cccc(-n2c(SCC(=O)NCc3ccccc3)nc3n[nH]c(C)c3c2=N)c1	0.0	-2.9	8.5	-0.2
Cc1cccc(N2C(=O)C3C(c4ccccc4)CCC(c4ccccc4)C3C2=O)c1C (stereo not given)	-0.2	8.1	7.5	1.5
O=C(CCC1CCCC1)Nc1c2c(nn1-c1ccc(F)cc1)CS(=O)C2 (stereo not given)	0.0	-1.1	-10.1	0.1
CN(C)c1nc(N)c(C(=O)N=C(N)N)nc1Cl	-0.1	-1.1	23.7	-1.4
O=[N+]([O-])c1ccc(Nc2nc(OC(C(F)(F)F)C(F)(F)F)nc(OC(C(F)(F)F)C(F)(F)F)n2)cc1	0.0	-0.2	6.7	1.0
OCCCNc1ccc2ncc(-c3cccc(OC(F)(F)F)c3)n2n1	0.0	27.0	-30.7	-0.4
Cc1cc(C(=O)NCC2Cc3cccc(-c4cnccn4)c3O2)nn1C (stereo not given)	-0.1	-5.1	6.8	-0.7
COc1ccc(C2=N/C(=C/c3ccc4c(c3)OCO4)C(=O)O2)cc1Br	0.1	-3.4	-13.8	0.6
CCOc1ccc(CCNS(=O)(=O)c2cccc3nsnc23)cc1OCC	0.1	1.5	10.4	-0.1
COc1ccc(-c2nc3ncnc(NCCN(C(C)C)C(C)C)c3[nH]2)cn1	-0.2	9.1	12.9	-0.5
O=C(CCC1=NS(=O)(=O)c2ccccc2N1)NC1CCCCCCC1	0.5	6.0	13.5	-0.6
COc1cccc(C(=O)NNc2nc3c(C)cccc3s2)c1	-0.2	-4.7	-11.0	-2.0
N#CC1=C(SCC(=O)Nc2ccc(Cl)cc2)NC(=O)C(C#N)C12CCCCC2 (stereo not given)	0.1	2.3	27.5	0.2
CCN1C(=O)[C@H]2[C@H]3[C@H](O)[C@H](O)C/C(=N\OC/C=C(\C)CCC=C(C)C)[C@@H]3CC[C@H]2C1=O	0.0	·	7.4	0.4
CCN1C(=O)c2ccc(C(=O)Nc3ncc(C)s3)cc2C1=O	0.4	-37.8	24.1	-2.8
CNC(=O)c1ccc(-c2cc(OC)c(OC)c(OC)c2)nc1N(C)C	-0.1	1.8	3.4	-0.8
O=S(=O)(NNc1ncnc2sc3c(c12)CCCC3)c1ccccc1	-0.1	7.2	-3.9	1.5
Cc1cccc(N2CCN(C(=O)[C@H](C)N3C(=O)C4CC=CCC4C3=O)CC2)c1C (stereo not given in full)	-0.1	3.5	3.0	1.5
CCN(CC)CCOC(=O)c1ccc2nc(N)sc2c1	-1.6	-6.5	-26.4	-0.2
Cc1ccc(NC(=O)Cn2c3ccccc3c(=O)c3ccc(Cl)cc32)cc1C	-0.1	3.1	2.6	-0.9

Brought forward from above: four compounds; new compounds follow.
compound	FBW7 act	TEAD-YAP inh	MITF inh	GPR151 activ
O=S(=O)(NNc1ncnc2sc3c(c12)CCCC3)c1ccccc1	-0.1	7.2	-3.9	1.5
Cc1cccc(N2CCN(C(=O)[C@H](C)N3C(=O)C4CC=CCC4C3=O)CC2)c1C (stereo not given in full)	-0.1	3.5	3.0	1.5
CCN(CC)CCOC(=O)c1ccc2nc(N)sc2c1	-1.6	-6.5	-26.4	-0.2
Cc1ccc(NC(=O)Cn2c3ccccc3c(=O)c3ccc(Cl)cc32)cc1C	-0.1	3.1	2.6	-0.9
CCOC(=O)C1=C(C)N=c2s/c(=C\c3ccc(OCc4cccc5ccccc45)c(OC)c3)c(=O)n2C1c1ccc(N(C)C)cc1 (stereo not given)	0.1	-13.5	7.2	-1.4
NCCCS(=O)(=O)O	0.0	1.2	-2.9	1.8
Brc1c(-c2cccs2)nc2ccccn12	0.6	-36.6	17.6	-3.3
CCCCN(C)CCN1C(=O)C2C(C(=O)Nc3cccc(OC)c3)C3C=CC2(O3)C1C(=O)NC1CCCCC1C (stereo not given)	-0.1	0.5	-5.3	1.8
COc1cccc(C2=NC(c3ccc(C)cc3)NC(c3cc(Cl)ccc3O)C2)c1 (stereo not given)	0.3	-2.0	18.0	0.1
O=S(=O)(NC1c2cccc3cccc(c23)C1N1CCN(CCO)CC1)c1ccc(Cl)cc1 (stereo not given)	-0.1	-1.6	2.5	-0.7
CCSC1(SCC)N=C(N)C2(C#N)C(c3ccccc3)NC(C)=CC12C#N (stereo not given)	-0.6	-11.8	13.3	-0.5
COc1ccc(-n2nc(C(=O)NCC(=O)Nc3ccc4c(c3)OCCO4)c3ccccc3c2=O)cc1OC	0.0	24.1	-1.0	0.6
Cc1ccc(OCCCCN2C(=O)NC(C)(C)C2=O)c(C)c1	0.1	2.4	7.7	1.9
CCC(C)NC(=O)CN(c1ccc2c(c1)OCO2)S(C)(=O)=O (stereo not given)	-0.1	3.8	2.3	0.5
Cc1nn(-c2nc(C)c(C)c(=O)[nH]2)c(C)c1CCC(=O)NCc1c(F)cccc1F	-0.9	-0.4	2.5	1.8
N#Cc1ccc(C(=O)N2CCC(C(=O)NC(c3ccccc3)c3cnccn3)CC2)cc1 (stereo not given)	0.0	7.3	17.0	-0.4
Cc1cc(=O)n2[nH]c(-c3ccccc3)cc2n1	0.1&0.0	-71.7&-32.7	-0.8&-7.2	-0.5&-1.1
COc1cc(C(=O)Nc2cccc([N+](=O)[O-])c2)cc(OC)c1OC	0.0	-1.3	10.6	1.1
O=C(CCNC(=O)c1ccccc1Br)NCCc1ccccc1	0.1	-10.9	9.0	-0.4
CCCCCOc1ccc(NC(=O)C(=O)N/N=C/c2ccc(OC)c(OC)c2)cc1	0.1	-7.1	3.9	0.7
Oc1ccc(Br)cc1/C=N\Nc1nc2ccccc2s1	0.4	-30.2	13.9	0.3
CC1(C)Cc2ccccc2C(NNC(=O)c2ccccc2)=N1	0.2	-7.2	7.8	0.1
O=C1CN(CC(=O)Nc2ccc(C(F)(F)F)cc2)CCN1	0.4	4.7	12.3	-0.4
COc1ccc(C(=O)NC(C)c2ccc(OC)c(OC)c2)cc1 (stereo not given)	-0.1	3.5	-2.0	-0.4
COCCn1c(=NC(=O)c2cc(C)on2)sc2cc(F)cc(F)c21	0.0	8.2	-0.5	2.9
O=C(CNCCN1CCCC1)Nc1ccc(OC(F)(F)F)cc1	0.9	14.7	38.5	1.2
Cc1ccc(NC(=O)C(=O)NCC(O)c2ccccc2)cc1 (stereo not given)	-0.1	-11.3	7.2	0.2
Nc1ncnc(NCCNc2cccc3ccccc23)c1[N+](=O)[O-]	0.2	-67.0	10.4	-1.0
O=C(CCl)c1ccc2[nH]c(=O)[nH]c2c1	-0.1	8.8	-2.3	-0.5
COc1ccc(NS(=O)(=O)c2ccc(C)cc2)cc1	-0.1	9.3	18.6	-2.1
O=C(Nc1ccc(N2CCOCC2)cc1)C1CCN(S(=O)(=O)Cc2ccccc2)CC1	0.0	4.8	-3.6	-1.0
COc1ccc2c(CN3C(=O)NC(c4ccccc4)(c4ccccc4)C3=O)cc(=O)oc2c1	-0.1	20.6	-4.9	1.3
CCOc1ccc2nc(SCC(=O)Nc3ccc(C)cc3C)sc2c1	0.2	-0.6	9.8	-0.1
Cc1ccc(F)cc1NC(=O)N[C@H]1C[C@H]2C(=O)N[C@@H](C)C(=O)N2C1	0.1	1.0	-8.6	0.4
O=C1CC(c2cccs2)Cc2nc(NC3CC3)ncc21 (stereo not given)	0.1	-17.9	-3.5	-1.3
N#Cc1ccc(NC(=O)c2ccc(F)cc2F)cc1	0.2	-43.8	-2.3	-1.2
O=c1sc2ccccc2n1CCCOc1ccccc1	0.9	-55.8	6.2	0.0
O=C(O)CSc1nc2ccccc2c(=O)n1-c1ccc(F)cc1	0.4	-0.1	26.4	-0.2
Cn1c2c(c3ccccc31)CC/C2=N\O	0.1	1.3	14.3	0.7
Cc1ccc(C)c(S(=O)(=O)NCC2(c3cccs3)CC2)c1	-0.1	6.8	-3.1	1.5
COc1ccc(N2CCCn3c2nc2c3c(=O)n(CC(C)=O)c(=O)n2C)cc1	1.0	-10.6	12.3	-0.7
CN(C)S(=O)(=O)c1ccc(C(=O)N2CCCc3ccccc32)cc1	-0.1	0.6	-24.6	-1.4
CC(=O)c1cccc(NS(=O)(=O)c2cccc(C(F)(F)F)c2)c1	0.0	1.2	-5.3	2.0
CC(=O)Nc1ccc(NC(=O)C/C(C)=N/NC(=O)c2cc(N)cc([N+](=O)[O-])c2)cc1	0.2	3.7	6.7	-0.8
CC(=O)c1cccc(NC(=O)N2CCC(C(=O)c3cccc(C(F)(F)F)c3)CC2)c1	-0.1	6.6	8.2	-0.1
Cc1ccc(OCCN2CC(C)OC(C)C2)cc1 (stereo not given)	-0.1	-8.6	23.2	-0.5
O=C(Nc1cccc(-n2cccn2)c1)C1CCCN(Cc2cccc(-n3cccn3)c2)C1 (stereo not given)	0.1	15.6	-5.0	0.4
CCCCn1nnnc1SCC(=O)Nc1cccc(C)n1	0.0	-0.7	7.9	-0.4
CCOc1cc(CNCCO)cc(I)c1OC	0.4	-5.3	11.7	-1.8
O=C(Cc1c(F)cccc1F)NCC1CCC2(CCN(Cc3cccnc3)CC2)O1 (stereo not given)	-0.1	8.9	12.7	1.0
CCN(CC)C(=O)c1sc(NC(=O)c2cc(-c3ccc(Cl)c(Cl)c3)nc3ccccc23)c(C(=O)OC)c1C	0.0	-0.6	0.0	-0.1
N#Cc1cnn(-c2ccc(S(=O)(=O)O)cc2)c1N	0.1	-2.0	-1.7	1.1
COc1ccc(-n2cc(C(=O)NCCN3CCCCC3C)c3ccccc3c2=O)cc1 (stereo not given)	-0.1	1.1	11.4	-1.0
CCCCNc1ncnc2c1c(-c1ccccc1)cn2-c1ccc(C)cc1	-0.1	-10.1	6.6	1.6
Cc1cc(C)cc(NC(=O)c2c(C)nc3ccccn23)c1	-0.1	-14.0	4.9	2.9
CCCCn1c(=O)[nH]c(=O)c2[nH]c(-c3ccc(C#N)cc3)nc21	0.1	-4.6	-1.1	0.1
CC(=O)N(C)c1ccc(OCC(O)CN2CCN(Cc3ccccc3)CC2)cc1 (stereo not given)	0.0	-7.2	82.1*	1.0
COC(=O)C1=NNC2C(=O)N(c3cc([N+](=O)[O-])ccc3C)C(=O)C12 (stereo not given)	-0.2	5.2	6.7	-0.6
CCOC(=O)CSc1nc2c(sc(=S)n2-c2ccccc2C)c(=O)n1-c1ccc(OCC)cc1	0.3	-7.6	23.7	0.6
CC(NC(=O)C(C)n1c2ccccc2c2cn[nH]c(=O)c21)c1ccccc1 (stereo not given)	0.0	4.0	-2.0	-1.1
COC(=O)c1sc2nc(N)c(C#N)cc2c1N	0.0	-39.4	17.2	-1.4
Cc1ccc2c3c(ccc2n1)NC1=C(C(=O)CCC1)C3c1ccc(O)cc1 (stereo not given)	0.2	-4.7	-9.9	0.1
CCCc1cc(C(=O)Nc2cccc(C(C)=O)c2)no1	0.0	-53.8	0.1	-0.3
